RGS4 inh – human RGS4 inhibition; AID 504845; Potency, µM (highest dose often 114 µM), for the others: at the top dose activity change, negative = inhibition, usual class: inhibitors; P49798; 0.039% of 390,000 active; Transcreener GDP fluorescence polarization, RGS4-accelerated GTP hydrolysis; also: % is scaled to controls: 0 for no effect and ±100 for the full control effect; nearly all actives have a fitted effect of over 75% in size; some results filed as inactive show a strong effect at the top dose
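MLSMR compounds (23 nl, pin-transferred) preincubated 10 min at room temperature with a 500nM (2x) first reagent, then RGS4 at 900nM (2x) plus Transcreener GDP mix added; fluorescence polarization (620/688 nm) read before and after 90 min at 30 °C.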
IDH1 R132H inh – blocks human mutant IDH1 R132H enzyme; IDH1-R132H enzyme, NADPH consumption, diaphorase/resazurin fluorescence; Potency, µM (doses to about 76.6 µM), for inactives: at the highest dose activity change, negative = inhibition, hits mostly inhibitors; 0.093% of 390,000 active; also: % is scaled to controls: 0 for no effect and ±100 for the full control effect; nearly all actives have a fitted effect of over 65% in size
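IDH1-R132H (0.5 ug/mL dispensed) in pH 7.5 Tris buffer was preincubated 30 min with compound, then given a substrate mix of 0.016 mM NADPH and 2 mM alpha-KG for 80 min at room temperature; remaining NADPH was read by diaphorase/resazurin fluorescence.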
12-LOX inh – blocks human arachidonate 12S-lipoxygenase. P18054. purified 12hLO, xylenol orange hydroperoxide absorbance. Potency, µM (top dose mostly 108 µM), for the others: at the highest dose activity change, negative = inhibition, most hits filed as inhibitors. 1.1% of 580,000 active. AID 1671190; also: % is scaled to controls: 0 for no effect and ±100 for the full control effect
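Purified human 12hLO at 150 nM in 25 mM Hepes, 0.01% Triton X-100, pH 7.0, preincubated 15 min at room temperature with compound. Reaction started with 40 uM arachidonic acid, 30 min at room temperature. Hydroperoxide measured by Fe-xylenol orange, 573/405 nm absorbance ratio.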
RXFP1 ag – activates the human relaxin receptor RXFP1; HEK293T-RXFP1 cAMP TR-FRET, 30 min; response scale: percent of porcine relaxin response, buffer zero; Potency, µM (series often up to 57.5 µM), inactives show at the highest dose activation, hits mostly activators; 0.3% of 370,000 active; AID 2676; also: % is scaled to controls: 0 for no effect and ±100 for the full control effect; nearly all actives have a fitted effect of over 60% in size; many of its hits are not listed in these tables
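HEK293T cells stably expressing RXFP1 were pretreated with the PDE4 inhibitor Ro 20174, exposed to compounds for 30 min at 37C, lysed, and cAMP was read by TR-FRET. Data normalized to buffer (basal) and 29 nM porcine relaxin (100%).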
TrxR1 substrate – rat thioredoxin reductase 1 substrate activity; purified TrxR1 substrate turnover, NADPH consumption readout; Potency, µM (highest dose often 114 µM), for the others: top-dose activity change, negative = substrate turnover; O89049; 0.01% of 390,000 active; also: % is scaled to controls: 0 for no effect and ±100 for the full control effect; nearly all actives have a fitted effect of over 50% in size
Target sequence (O89049 whole entry, looked up): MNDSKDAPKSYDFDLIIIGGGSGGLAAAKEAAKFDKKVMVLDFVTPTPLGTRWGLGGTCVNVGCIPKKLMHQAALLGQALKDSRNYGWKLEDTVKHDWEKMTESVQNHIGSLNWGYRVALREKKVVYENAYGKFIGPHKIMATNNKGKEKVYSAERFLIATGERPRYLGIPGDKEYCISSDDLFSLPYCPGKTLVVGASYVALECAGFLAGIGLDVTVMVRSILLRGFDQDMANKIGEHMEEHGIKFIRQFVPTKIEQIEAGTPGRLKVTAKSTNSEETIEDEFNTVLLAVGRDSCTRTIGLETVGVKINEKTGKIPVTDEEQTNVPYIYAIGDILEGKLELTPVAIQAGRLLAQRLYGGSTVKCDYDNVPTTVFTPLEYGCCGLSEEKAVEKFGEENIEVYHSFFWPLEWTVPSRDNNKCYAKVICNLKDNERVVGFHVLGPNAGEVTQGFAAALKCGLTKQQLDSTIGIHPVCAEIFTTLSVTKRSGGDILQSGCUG
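Rat TrxR1, dispensed at 90 nM, was prereduced with 400 uM NADPH (final) for 5 min at ~22 deg C, then incubated with compound 15 min before 400 uM selenite. A first-read NADPH fluorescence drop versus no-compound background flagged substrates.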
Vif-APOBEC3F blk – blocks the Vif interaction with APOBEC3F; HeLa A3F-eYFP + Vif (tagged APOBEC3F with the HIV-1 protein that degrades it), YFP fluorescence increase; Potency, µM (top dose mostly 46.1 µM), inactives show at the highest dose activity, negative = active; 0.2% of 390,000 active; AID 602313; also: % of control where 0% means no effect; nearly all actives have a fitted effect of over 65% in size
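Fluorescence increase (Ex 488/Em 500-530) after overnight compound treatment at 37 deg C flags inhibition of Vif-driven A3F-eYFP loss in stable HeLa A3F-eYFP/Vif cells seeded overnight beforehand.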
Vif-A3G inh – blocks the Vif interaction with human APOBEC3G. HeLa A3G-eYFP + Vif (tagged APOBEC3G with the HIV-1 protein that degrades it), YFP fluorescence, overnight. Potency, µM (doses to about 46.1 µM), inactives show top-dose activity, negative = active, most hits filed as inhibitors. 0.076% of 410,000 active. AID 602310;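 also: % is scaled to controls: 0 for no effect and ±100 for the full control effect; nearly all actives have a fitted effect of over 60% in size; hits raise eYFP signal because A3G escapes Vif-driven loss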
Target sequence (Q9HC16 whole entry, looked up): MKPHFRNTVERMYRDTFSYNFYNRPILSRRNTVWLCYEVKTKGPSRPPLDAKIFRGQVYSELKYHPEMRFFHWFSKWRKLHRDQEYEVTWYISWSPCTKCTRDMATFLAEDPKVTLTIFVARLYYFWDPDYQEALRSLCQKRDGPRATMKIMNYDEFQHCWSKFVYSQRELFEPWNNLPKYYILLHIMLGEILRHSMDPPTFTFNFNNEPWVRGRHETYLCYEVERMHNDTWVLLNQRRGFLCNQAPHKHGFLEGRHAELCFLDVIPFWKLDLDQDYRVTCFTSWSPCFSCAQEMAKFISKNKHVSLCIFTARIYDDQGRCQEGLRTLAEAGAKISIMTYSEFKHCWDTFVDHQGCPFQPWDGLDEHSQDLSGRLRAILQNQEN
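Read-out is eYFP fluorescence (Ex 488/Em 500-530) from Vif-expressing HeLa A3G-eYFP cells; more signal means A3G escaped Vif-mediated degradation. Cells plated overnight, compound pinned in, incubated overnight at 37 deg C.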
USP1-UAF1 inh – inhibitors of human USP1/UAF1 deubiquitinase; O94782; recombinant USP1/UAF1, Ub-Rhodamine cleavage fluorescence; Potency, µM (series often up to 57.1 µM), without a hit: at the top dose activity change, negative = inhibition, most hits filed as inhibitors; 0.23% of 390,000 active; also: % is scaled to controls: 0 for no effect and ±100 for the full control effect; nearly all actives have a fitted effect of over 60% in size; inactives centre near -12
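Step one: compound is pinned into 1nM USP1/UAF1 in HEPES pH 7.8 buffer with TCEP. Step two: 15 min room-temperature incubation. Step three: Ub-Rho (150nM final) starts cleavage, tracked by fluorescence over six one-minute reads.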
rTrxR1 inhibitor – rat TrxR1 inhibition | O89049 | recombinant rTrxR1, NADPH fluorescence consumption, selenite substrate | Potency, µM (series often up to 114 µM), for the others: top-dose activity change, negative = inhibition, usual class: inhibitors | 1% of 390,000 active; also: % is scaled to controls: 0 for no effect and ±100 for the full control effect; nearly all actives have a fitted effect of over 65% in size
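Rat TrxR1 (90 nM in the dispensed reagent) was pre-reduced with 400 uM NADPH for 5 min at room temperature, then incubated with compound for 15 min. After 400 uM selenite was added, NADPH fluorescence (Ex 340/Em 450 nm) was followed for 8 min.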
* = called active by the depositor; u = inconclusive; x = not tested or not shown; & = joins results of further samples; [ ] = another dose, or the depositor's remark. Calls follow the shape of the dose curve; as a rule, active = well fitted curve in the direction sought with a large enough effect; inconclusive = small, poorly fitted or top-dose-only effect, or another doubt; inactive = no such curve, though single readings can be large; an effect the other way counts as inactive or inconclusive. Potency is read from the fitted curve at half-maximal effect. This is a subset; count on the stated rates, not on these rows.

SMILES	RGS4 inh	IDH1 R132H inh	12-LOX inh	RXFP1 ag	TrxR1 substrate	Vif-APOBEC3F blk	Vif-A3G inh	USP1-UAF1 inh	rTrxR1 inhibitor
COc1cccc(OCCNc2cc(N3CCCCC3)ccc2[N+](=O)[O-])c1	12.6%	1.6%	0.0%	1.6%	-13.5%	3.8%	1.4%	-14.2%	-17.3%
Cc1ccc(OCC(=O)N/N=C\c2cn(Cc3ccccc3)c3ccccc23)cc1C	-26.9%	3.0%	18.8%	-0.4%	8.5%[57.1 µM]	-16.1%	2.7%	-9.2%	11.0%[57.1 µM]
COCC(=O)Nc1ccc(S(=O)(=O)Nc2nccs2)cc1	3.6%	-9.8%	-11.3%	1.3%	7.3%[11.4 µM]	-3.7%	0.6%	-11.2%	23.3%[11.4 µM]
CC(=O)Nc1ccc(S(=O)(=O)N2C3CCCC2CC(NC(=O)C2CCCCC2)C3)cc1 (stereo not given)	-29.5%	4.9%	0.0%	-0.6%	16.3%	-4.6%	-0.8%	-12.2%	29.4%
Cc1ccc(C(C)C)c(OCCNC(=S)Nc2cccc3ccccc23)c1	8.7%	6.1%	u	0.6%	2.5%	-7.8%	0.1%	-18.0%	2.2%
Cc1ccc(S(=O)(=O)c2ccc(NC(=O)c3c(F)cccc3F)cc2)cc1	3.5%	-6.9%	-16.4%	-1.3%	-5.4%	3.7%	-2.8%	-21.3%	20.8%
Clc1ccc(CNC2CCCC2)c(Cl)c1	-5.1%	-3.3%	-1.5%	2.8%	4.2%	-10.3%	-0.7%	3.2%	29.0%
CCOC(=O)CN1N=C(/C=C/c2ccccc2)CCC1=O	-10.1%	7.4%	-3.6%	x	-13.3%	3.5%	3.4%	-19.7%	-6.1%
CCOn1c(=O)c(-c2ccccc2)[n+]([O-])c2ccccc21	-5.8%	0.0%	29.4%	5.0%	4.0%	-0.8%	-0.4%	-13.5%	-3.1%
Cc1ccc2c(c1Br)C(O)(CC(=O)c1ccc(F)cc1)C(=O)N2 (stereo not given)	9.2%	16.1%	u	-2.5%	-11.4%[57.1 µM]	-3.1%	-0.5%	-20.5%	-4.9%[57.1 µM]
Cc1ccc(-n2nc(CO)c(C(=O)NCc3cccnc3)n2)cc1C	-3.9%	11.3%	-4.4%	1.2%	91.5%[activator]	-5.1%	-4.2%	-11.1%	34.6%
Cc1nnc2c(N(C)S(=O)(=O)c3ccccc3)nc3ccccc3n12	-16.0%	2.2%	18.8%	9.8%	8.5%	-3.4%	1.1%	-21.1%	15.5%
Cc1cc(N2CCOCC2)nc2cc(O)ccc12	-7.7%	9.4%	5.5%	3.2%	67.3%[activator]	-0.6%	-1.1%	-21.7%	14.2%
Cc1c(-c2cc(C(=O)O)no2)cnn1C	8.8%	-13.7%	16.0%	2.0%	9.0%[57.1 µM]	2.6%	5.3%	-10.3%	0.8%[57.1 µM]
CC(=O)Nc1ccc(S(=O)(=O)NCCC(=O)OCC(=O)N2CCN(C(=O)c3ccco3)CC2)cc1	8.8%	-2.7%	144.6%[activator]	0.1%	-1.7%	4.5%	0.7%	-6.1%	u
COc1ccc(N2CCN(C(=O)COCC(=O)O)CC2)cc1	-10.5%	4.3%	-5.4%	-1.3%	-8.0%	4.3%	4.3%	-23.0%	-21.5%
O=C1CC(N2CCN(c3cccc(C(F)(F)F)c3)CC2)C(=O)N1c1ccc(F)cc1 (stereo not given)	-13.5%	1.2%	u	-0.2%	-0.5%[57.1 µM]	-0.9%	2.9%	-14.0%	-13.3%[57.1 µM]
ClCC1=Nc2ccccc2Cc2ccccc21	1.4%	-5.8%	u	x	5.7%[57.1 µM]	u	1.3%	-5.7%	-9.8%[57.1 µM]
CCOc1ccc(N=CC2=C(O)CC(C)(C)CC2=O)cc1	33.7%	-2.9%	0.0%	-1.9%	-10.7%	0.4%	2.7%	-20.4%	-10.9%
COc1cc(C(=O)Nc2cccc(-c3nc4cc(C)ccc4o3)c2C)cc(OC)c1OC	-5.9%	0.2%	-2.0%&-1.4%	6.6%	0.5%	-5.1%	-5.9%	-29.2%	8.2%

Four entries already listed, arranged by the value under rTrxR1 inhibitor, rising:
Molecule	rTrxR1 inhibitor
COc1ccc(N2CCN(C(=O)COCC(=O)O)CC2)cc1	-21.5%
COc1cc(C(=O)Nc2cccc(-c3nc4cc(C)ccc4o3)c2C)cc(OC)c1OC	8.2%
Cc1cc(N2CCOCC2)nc2cc(O)ccc12	14.2%
CC(=O)Nc1ccc(S(=O)(=O)N2C3CCCC2CC(NC(=O)C2CCCCC2)C3)cc1 (stereo not given)	29.4%

Some values from the results shown.
Entry for Cc1cc(N2CCOCC2)nc2cc(O)ccc12 under rTrxR1 inhibitor: 14.2%
Entry for COCC(=O)Nc1ccc(S(=O)(=O)Nc2nccs2)cc1 under Vif-APOBEC3F blk: -3.7%

(next part)
SMILES	RGS4 inh	IDH1 R132H inh	12-LOX inh	RXFP1 ag	TrxR1 substrate	Vif-APOBEC3F blk	Vif-A3G inh	USP1-UAF1 inh	rTrxR1 inhibitor
Cc1cccc(NC(=O)Nc2ccc([N+](=O)[O-])cc2)n1	17.3%	1.5%	-8.4%	2.8%	-7.4%	9.1%	-0.2%	-5.8%	13.9%
CC(C)Cc1nnc(NC(=O)CC(=O)Nc2ccccc2C(=O)O)s1	-10.2%	0.9%	0.0%	1.1%	-16.6%[57.1 µM]	-7.0%	0.3%	-13.2%	19.0%[57.1 µM]
O=c1[nH]c2ccc(NS(=O)(=O)c3ccc(F)cc3)cc2s1	6.7%	-17.8%	u	0.8%	-10.6%[57.1 µM]	-7.7%	0.1%	-11.1%	-3.0%[57.1 µM]
Cc1ccc(OCC(=O)Nc2ccc(-c3nc4ccccc4o3)cc2)c(C)c1	-11.3%	x	14.5%&-12.3%	u	20.4%	x	x	-18.2%	18.6%
O=C(Cn1ncc2c([nH]c3ccccc32)c1=O)NCCc1ccc(Cl)cc1	-6.0%	-9.0%	16.8%	7.0%	-2.5%	-0.1%	1.9%	-10.0%	23.6%
CN(C)S(=O)(=O)N1CCC(Oc2ccc(C(=O)N3CCCCCCC3)cc2)CC1	-11.7%	6.9%	3.2%	0.0%	-4.3%	3.6%	1.6%	-9.3%	-12.4%
Cc1ccc(C)c(SCC(=O)OCC(=O)N2CC(C)OC(C)C2)c1 (stereo not given)	3.6%	1.9%	0.0%	2.7%	3.6%[57.1 µM]	-0.5%	-1.1%	-0.1%	8.8%
Cn1c(N)c(S(=O)(=O)NCc2ccccc2)c(=O)n(C)c1=O	-10.6%	9.1%	11.8%	x	3.5%	-11.1%	5.2%	-30.3%	10.9%
COc1ccc(N2C(=O)c3ccc(NC(C)=O)cc3C2=O)cc1	9.7%	3.0%	u	0.4%	3.7%	-0.5%	-5.5%	-1.6%	15.0%
CCOc1ccc(/C(O)=C2/C(=O)C(=O)N(CCN(CC)CC)C2c2cccs2)cc1 (stereo not given)	2.1%	2.0%	7.2%	0.0%	-3.3%	10.6%	-0.9%	-8.8%	u
Cc1ccc(C(=O)NC2CCCCNC2=O)cc1C (stereo not given)	5.0%	8.4%	0.0%	0.3%	2.2%	-3.7%	1.8%	-17.2%	25.8%
CN(c1ccccc1)S(=O)(=O)c1ccc(C(=O)OCC(=O)NCc2ccco2)cc1	u	0.2%	153.6%[activator]	-0.1%	-14.4%	2.5%	-1.3%	-7.5%	1.5%[57.1 µM]
Cc1nn(-c2ccccc2)c2sc(C(=O)NC3CC3)cc12	20.4%	0.1%	0.0%	1.0%	-2.4%	-6.6%	-6.9%	-19.6%	3.7%
CC(C)OCCCNC(=O)C1CCN(S(=O)(=O)N2CCCCC2)CC1	19.9%	-2.0%	0.7%	1.2%	12.0%	0.1%	-3.7%	17.0%	18.7%
COc1ccc(N2C(=O)CSC2c2ccc(F)c(F)c2)cc1 (stereo not given)	7.0%	1.0%	-0.8%&-11.0%	-0.7%	1.0%	-4.1%	0.4%	-28.3%	16.8%
CC(C)(C)c1ccc(C(=O)NNC(=O)CCC(=O)Nc2ccccc2)cc1	22.4%	-10.7%	11.8%	4.1%	8.0%	2.3%	-6.2%	-0.3%	10.7%
CC(=O)Oc1ccc(C)cc1N1C(=O)c2ccc(C(=O)O)cc2C1=O	17.3%	6.8%	-68.8%	0.0%	-6.5%	1.0%	3.3%	-18.6%	-4.2%
CCCCOc1ccc(Cc2c(O)nc(SC)[nH]c2=O)cc1	-6.9%	3.8%	17.9%	2.2%	10.3%[57.1 µM]	-6.0%	-1.8%	-19.3%	17.7%[57.1 µM]
CC1SCC(NC(=O)c2cccc(Cl)c2)CS1 (stereo not given)	-4.0%	3.1%	0.0%	-1.8%	-13.6%[57.1 µM]	-0.5%	5.1%	u	26.8%[57.1 µM]
Cc1nn(S(=O)(=O)c2ccc(C(C)C)cc2)c(C)c1S(=O)(=O)N1CCCCC1	-5.2%	2.1%	u	1.6%	0.9%[57.1 µM]	-10.6%	-3.8%	-24.2%	4.7%[57.1 µM]

Bioassay records (PubChem BioAssay)
